# Yeast growth inh = yeast BB579 growth reduction in restrictive medium | AID 804 | inhibition, % at 10 µM | 140,000 compounds, 0.51% hits | S. cerevisiae BB579 growth, OD615, 48 h;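 active = inhibition above a set limit, 3 SD over the mean compound inhibition, cut at about 44% in these data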; also: inactives centre near -24
#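 System: Saccharomyces cerevisiae DeaD strain BB579, replicative lifespan model yeast. Buffer or medium: restrictive glucose-based CSMM-D medium. Doses: one dose, 10 µM compound with 0.25% DMSO. Timing: 4 h preincubation and 48 h exposure at 30 °C. Detection: turbidity as optical density at 615 nm. Benchmarks: amphotericin B 10 µg/mL, positive.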
# PTEN del growth = PTEN-deleted cell growth suppression; HCT116 PTEN-null viability, CellTiter-Glo, 60 h; hits give low values; viability, % at 10 µM; 140,000 compounds, 1.2% hits; AID 827;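 active = viability at or below a set limit, 4 SD under the median of all tested compounds, cut at about 3.7% in these data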;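 also: PTEN knockout HCT116 line with beta catenin targeted HCT116 as companion control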
# Phagocytosis inh = inhibitors of macrophage phagocytosis; 110,000 compounds, 0.07% hits; AID 1029; J774A.1 macrophage IgG-bead phagocytosis, imaging; inhibition, % at 5 µM;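 active = inhibition above the mean of the plate negative controls plus 5 SD, cut at about 13% in these data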;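 also: phagocytic index as fraction of beads internalized from green versus red external bead signal; plate controls were DMSO negative control for no effect and cytochalasin-D positive control for full effect; some results beyond the cut were filed as inactive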
# NPY Y2 blocker = antagonists of human neuropeptide Y receptor Y2; P49146; NPY-Y2 expressing cells, antagonist mode; inhibition, % at 2.7 µM; 140,000 compounds, 0.99% hits; in the data active = inhibition above about 17%;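 also: 0% = vehicle with agonist challenge and 100% = reference antagonist with challenge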
# Target sequence (P49146 whole entry, looked up): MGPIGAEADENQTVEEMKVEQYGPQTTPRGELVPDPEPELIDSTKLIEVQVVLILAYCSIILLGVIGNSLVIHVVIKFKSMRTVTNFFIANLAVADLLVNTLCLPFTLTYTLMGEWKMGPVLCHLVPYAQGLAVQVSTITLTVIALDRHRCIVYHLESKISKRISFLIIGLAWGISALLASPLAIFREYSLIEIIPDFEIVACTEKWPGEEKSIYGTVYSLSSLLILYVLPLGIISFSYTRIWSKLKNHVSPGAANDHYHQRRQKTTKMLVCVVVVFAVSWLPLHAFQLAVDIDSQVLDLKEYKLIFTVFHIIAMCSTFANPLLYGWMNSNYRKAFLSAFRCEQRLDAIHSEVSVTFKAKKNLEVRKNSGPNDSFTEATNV
# Yeast lifespan up = yeast lifespan extension; 130,000 compounds, 0.68% hits; AID 775; inhibition of the nicotinamide effect, % at 10 µM; S. cerevisiae growth with nicotinamide, OD615; deaD strain in restrictive glucose medium;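 active = inhibition above a set limit, placed 3 SD over the median of all compounds, cut at about 26% in these data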;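 also: 0% = nicotinamide-treated wells and 100% = cells grown without nicotinamide; some compounds called inactive have numbers as strong as hits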
#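 Test system: DeaD-strain S. cerevisiae / Buffer or medium: restrictive glucose medium / Also added: nicotinamide 1.5 mM / Doses: one concentration, 10 µM, DMSO 0.25% / Schedule: 48 h at 30 °C / Signal: OD615 measurement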
# MRP1 act = MRP-1 activation | H69AR cells + doxorubicin, viability rescue, CellTiter-Glo | viability increase, % at 10 µM | 140,000 compounds, 0.61% hits | AID 799;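 active = viability gain under doxorubicin at or above a set limit, the compound median plus 3 SD, cut at about 4.7% in these data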;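 also: MRP-1 overexpressing cells given doxorubicin 25 µM after compound pretreatment; 18-22 h compound pretreatment then 72 h with doxorubicin before readout; 0% = doxorubicin-only wells and 100% = vehicle-treated cells without doxorubicin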
# Measles CPE = protection of cells from measles virus; Measles virus-infected cells, CPE protection, absorbance; protection (pct of control), % at 4 µM; 140,000 compounds, 1.5% hits; AID 841; in the data active = protection mostly above about 24%, no sharp cut-off; inactive = mostly below about 26%; also: some compounds called inactive have numbers as strong as hits
# GALR2 blocker = blocks the human galanin receptor 2 | O43603 | GALR2-expressing cells, antagonist mode | inhibition, % at 4 µM | 140,000 compounds, 0.39% hits | AID 828; in the data active = inhibition above about 27%;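 also: cells stimulated with galanin 1-16 at roughly its EC80; 0% = agonist challenge control and 100% = basal control without agonist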
# Target sequence (O43603 whole entry, looked up): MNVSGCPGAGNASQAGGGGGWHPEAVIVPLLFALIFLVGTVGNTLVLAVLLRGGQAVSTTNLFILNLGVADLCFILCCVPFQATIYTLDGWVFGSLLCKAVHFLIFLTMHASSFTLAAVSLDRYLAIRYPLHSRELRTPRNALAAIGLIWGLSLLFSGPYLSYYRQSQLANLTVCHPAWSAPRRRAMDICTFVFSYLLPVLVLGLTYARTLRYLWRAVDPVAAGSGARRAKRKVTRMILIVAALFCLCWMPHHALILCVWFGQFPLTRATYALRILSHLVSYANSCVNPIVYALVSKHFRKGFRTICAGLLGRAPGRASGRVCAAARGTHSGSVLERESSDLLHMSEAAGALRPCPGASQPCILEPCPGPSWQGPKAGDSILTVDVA
# E-sel TNF inh = TNF alpha driven E-selectin expression inhibition | HUVEC TNFa-induced E-selectin immunofluorescence, high content | inhibition, % at 2 µM | 120,000 compounds, 0.71% hits | AID 1246;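 active = inhibition above the batch mean plus 3 SD, and confirmed as a hit on visual image review, cut at about 43% in these data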;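 also: 0% = TNF-stimulated DMSO wells and 100% = unstimulated control wells; not every result past the cut was called active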
# bCat KO growth = beta-catenin-lacking colon tumor cell growth suppression; HCT116 beta-catenin knockout viability, CellTiter-Glo, 60 h; hits give low values; viability, % at 10 µM; 140,000 compounds, 1.5% hits;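 active = viability at or under a set limit, the compound median less 4 SD, cut at about 6% in these data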;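 also: 0% = Hyamine 1622 control at 20 µM and 100% = untreated cell control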
# Starred values were filed as active, the others as inactive; · = no result given. This is a random part of the collection, and some 6.1% of all compounds hit somewhere here.
Compound	Yeast growth inh	PTEN del growth	Phagocytosis inh	NPY Y2 blocker	Yeast lifespan up	MRP1 act	Measles CPE	GALR2 blocker	E-sel TNF inh	bCat KO growth
O=C(OCN1C(=O)c2ccccc2C1=O)c1ccco1	-30	97	-1	1	-6	-2.7	19	4	·	92
COC(=O)CC1SC(=O)NC1=Nc1ccccc1 (centres undefined)	-21	100	·	7	4	-2.2	3	2	6	91
O=C(c1ccncc1)N(Cc1ccccc1)Cc1nc2ccccc2c(=O)[nH]1	-12	101	-2	11	-7	-1.5	3	15	-87	103
NC(=O)c1oc2ccccc2c1NC(=O)CN1CCCCC1	-51	99	1	1	-18	-3.7	24	-3	8	102
Cc1cccn2c(=O)c3cc(C(=O)N4COCC4(C)C)n(C)c3nc12	-20	87	·	-1	-23	0.5	3	-12	·	90
COC(=O)Nc1nn(Cc2ccccc2F)cc1Br	-30	99	-1	-1	-6	-0.7	6	2	-5	101
NC(=O)C1CCN(C(=O)CCc2nc3ccccc3c(=O)[nH]2)CC1	-16	101	·	-1	-2	3.0	5	3	·	101
CCCC(=O)N(c1ccc2oc(=O)sc2c1)S(=O)(=O)c1cccs1	-27	103	-1	1	0	-2.3	9	-6	·	91
NC(=O)Cn1c(=O)oc2ccccc21	-33	99	0	3	2	0.0	4	-13	·	92
CCOC(=O)CN1C(c2ccc(O)cc2)Nc2ccc(Br)cc2C1c1ccccc1 (centres undefined)	-13	77	-12	-1	-7	-2.1	23	1	·	73
CCCC(C)NC(=S)NC(=O)c1cc(S(=O)(=O)N2CCOCC2)ccc1C (centres undefined)	2	79	-4	-2	0	-0.6	26	1	·	64
O=C(CCCNS(=O)(=O)c1cccs1)N1CCN(c2cccc(Cl)c2)CC1	-26	50	-1	4	-3	-1.1	2	8	-9	65
CNC(=S)N(Cc1ccc2c(c1)OCO2)C1CC(=O)N(c2ccc(F)cc2)C1=O (centres undefined)	23	89	-1	4	-8	-3.7	5	4	-6	86
O=C(CNC(=S)N(Cc1ccccc1)Cc1cccnc1)NC1CC1	-21	98	-12	2	8	-0.6	13	12	·	98
O=C(c1cc(-c2ccccc2)nc2ccccc12)N1CCOCC1	-6	87	4	-2	-1	-1.3	4	-2	-6	84
O=C(Nc1ccccc1C(=O)NC1CCCC1)NC1CCCC1	-54	94	-2	1	-3	-0.5	18	-8	-18	100
CCOC(=O)c1cc(-c2ccc3c(c2)OCO3)nc2onc(C)c12	-26	79	-1	4	-3	-3.0	6	3	11	94
CCOC(=O)N1CCN(CC(O)COCc2cc(OC)c(OC)c(OC)c2)CC1 (centres undefined)	-24	92	-1	1	-2	-2.3	5	-25	5	78
COc1ccc(N/C=C\C(=O)c2ccc3c(c2)OCO3)cc1	-82	80	·	7	-6	-1.4	13	0	10	81
COc1ccc2oc3cc(C)[n+]([O-])c(-c4ccc(Br)cc4)c3c2c1	-23	55	-9	2	0	-3.8	6	-18	19	56
CSc1oc(-c2ccco2)nc1S(=O)(=O)c1ccccc1	0	89	0	-1	-10	-2.7	2	3	·	82
Cc1ccc2nc(SCC(=O)O)nc(C)c2c1	-23	110	-2	3	-5	-1.6	12	13	-11	92
CC1(C)CC(=O)N(CC(=O)O)c2ccccc2S1(=O)=O	26	85	0	-1	-11	1.2	7	-10	·	98
O=C(CCNC(=O)c1ccc(Br)o1)NCc1ccccn1	-9	91	·	2	-11	-1.2	8	11	-21	84
Cc1ccc(C2CC(c3cccs3)=NN2C(=O)CSc2nc3ccccc3o2)cc1 (centres undefined)	-40	65	-12	5	14	2.5	11	11	·	72
COc1ccc(NC2CC(=O)N(c3ccccc3)C2=O)cc1 (centres undefined)	-7	81	0	2	-16	0.7	21	15	1	98
CCCC(=O)Nc1sc(C)c(C)c1C(=O)Nc1cccc(C)c1	5	101	·	1	-5	-0.3	10	-14	-12	99
COC(=O)c1sccc1NC(=O)c1cc(-c2ccc(C)cc2C)nc2ccccc12	-11	83	·	2	-3	-3.5	11	-2	-5	92
Cc1ccccc1NC(=O)NCCc1nc2ccccc2[nH]1	-4	114	1	4	6	-0.7	15	1	-13	100
O=C1NC(=Nc2ccccc2)S/C1=C\C=C\c1ccco1	-14	22	-8	3	-6	-3.1	·	0	·	22
COc1ccc(CNC(=O)c2cnc3scc(C)n3c2=O)cc1	-40	104	2	2	-5	0.9	8	-1	-14	94
CCOC(=O)c1c(C)n(CCNC(C)=O)c2ccc(O)cc12	-17	96	2	8	-5	-4.0	2	-9	23	90
O=C(CCc1n[nH]c(=O)[nH]c1=O)N1CCCCC1	6	79	1	2	-3	-1.5	16	17	-13	73
CCn1c2ccccc2c2nnc(SCCCn3c(=O)[nH]c4ccccc43)nc21	-69	78	1	1	-10	-2.2	3	1	·	59
COc1cc2c(C(=O)N3CCN(Cc4ccc5c(c4)OCO5)CC3)cn(C)c(=O)c2cc1OC	-25	98	2	3	-3	-1.5	19	-13	-26	103
COc1ccccc1-c1c(C)nn2c(N3CCC4(CC3)OCCO4)cc(C)nc12	-24	82	-2	3	-6	-1.8	4	6	4	83
Cn1c(C(=O)NCc2cccnc2)cc2sc(Cl)cc21	0	91	0	3	-13	-0.8	5	-7	·	89
Oc1ccccc1NCC(O)Cn1ccc2ccccc21 (centres undefined)	50*	44	-1	-4	5	1.8	14	12	-10	58
CCCN1Cc2cccc(C(=O)Nc3ccc(CC)cc3)c2C1=O	-10	97	-1	0	-6	-1.3	7	-4	·	96
Cc1cc(=O)oc(C)c1C(=O)NCCCN1CCN(c2ccccc2F)CC1	-31	75	1	1	-27	-2.7	3	10	·	76
Cc1ccn2c(NC(=O)c3ccco3)c(-c3ccccc3)nc2c1	-27	94	·	0	·	-3.0	8	7	-12	96
Cc1ccc(-n2nc3c(c2NC(=O)CCC2CCCCC2)CS(=O)C3)cc1 (centres undefined)	-26	86	0	6	-3	-3.2	13	-1	-7	80
CCc1nnc(NC(=O)Cn2nc(-c3ccc(OC)c(OC)c3)ccc2=O)s1	13	99	-2	-1	-11	-1.8	13	-5	24	103
COc1cccc(NC(=O)CC(C)=O)c1	-21	104	·	1	3	-0.6	12	8	·	98
Cc1cc(C)cc(N(CC(=O)N2CCn3c2nc2ccccc23)S(=O)(=O)c2c(C)noc2C)c1	-19	86	0	-2	-14	-0.7	4	10	4	80
CC(C)n1c(=S)[nH]c2c1c(=O)[nH]c(=O)n2C	-30	92	·	0	-5	0.8	8	-3	·	96
Cc1cccc(CCN(C(=O)Cc2cccs2)C(C(=O)NC2CCCCC2)c2cccnc2)c1 (centres undefined)	-36	67	·	4	-5	-2.9	5	0	36	75
Clc1ccc(-c2csc(N3CCC(c4ccccc4)C3)n2)cc1 (centres undefined)	-36	79	-3	4	-8	4.5	2	5	-20	80
O=C1N/C(=C/c2ccc(N3CCOCC3)cc2)C(=O)N1Cc1ccc(F)cc1	-34	61	2	2	-22	-5.8	13	9	28	77
Cn1c2c(c(=O)n(C)c1=O)CN(CC1CCCO1)CN2 (centres undefined)	0	93	0	3	-1	-0.9	27	-2	-9	90

# As a working copy, 10 of the compounds above:
Compound	Yeast growth inh	PTEN del growth	Phagocytosis inh	NPY Y2 blocker	Yeast lifespan up	MRP1 act	Measles CPE	GALR2 blocker	E-sel TNF inh	bCat KO growth
Cc1ccn2c(NC(=O)c3ccco3)c(-c3ccccc3)nc2c1	-27	94	·	0	·	-3.0	8	7	-12	96
Cc1ccc(-n2nc3c(c2NC(=O)CCC2CCCCC2)CS(=O)C3)cc1 (centres undefined)	-26	86	0	6	-3	-3.2	13	-1	-7	80
CCc1nnc(NC(=O)Cn2nc(-c3ccc(OC)c(OC)c3)ccc2=O)s1	13	99	-2	-1	-11	-1.8	13	-5	24	103
COc1cccc(NC(=O)CC(C)=O)c1	-21	104	·	1	3	-0.6	12	8	·	98
Cc1cc(C)cc(N(CC(=O)N2CCn3c2nc2ccccc23)S(=O)(=O)c2c(C)noc2C)c1	-19	86	0	-2	-14	-0.7	4	10	4	80
CC(C)n1c(=S)[nH]c2c1c(=O)[nH]c(=O)n2C	-30	92	·	0	-5	0.8	8	-3	·	96
Cc1cccc(CCN(C(=O)Cc2cccs2)C(C(=O)NC2CCCCC2)c2cccnc2)c1 (centres undefined)	-36	67	·	4	-5	-2.9	5	0	36	75
Clc1ccc(-c2csc(N3CCC(c4ccccc4)C3)n2)cc1 (centres undefined)	-36	79	-3	4	-8	4.5	2	5	-20	80
O=C1N/C(=C/c2ccc(N3CCOCC3)cc2)C(=O)N1Cc1ccc(F)cc1	-34	61	2	2	-22	-5.8	13	9	28	77
Cn1c2c(c(=O)n(C)c1=O)CN(CC1CCCO1)CN2 (centres undefined)	0	93	0	3	-1	-0.9	27	-2	-9	90

# (further entries)
Compound	Yeast growth inh	PTEN del growth	Phagocytosis inh	NPY Y2 blocker	Yeast lifespan up	MRP1 act	Measles CPE	GALR2 blocker	E-sel TNF inh	bCat KO growth
COCCNC(=O)CN(c1cc(C(F)(F)F)ccc1Cl)S(C)(=O)=O	-50	100	1	0	10	0.0	2	-6	27	105
[O-]C1=N/[N+](=C/c2ccc(Cl)c(Cl)c2)CC1	-11	87	-1	1	-10	-1.0	5	-15	-1	97
O=C(c1ccccc1)N1CCN(C(=O)C23CC4CC(CC(C4)C2)C3)CC1	-11	81	0	2	-10	0.2	9	-9	-17	78
Cc1onc(-c2c(F)cccc2Cl)c1C(=O)NCCc1ccc(S(N)(=O)=O)cc1	-26	93	0	1	7	-1.6	15	-4	6	91
COc1ccc(N2Cc3cccc(C(=O)N4CCOCC4)c3C2=O)cc1	-22	102	-1	-1	7	-2.8	7	4	·	92
Cc1ccc(S(=O)(=O)N(C)C2(C)CCS(=O)(=O)C2)cc1 (centres undefined)	-68	108	-1	3	-5	-0.8	5	-12	-11	95
Cc1c(Br)c(C(F)(F)F)nn1CC(=O)NCCN1CCOCC1	-31	113	2	-3	-11	0.6	8	-3	20	100
c1ccc(Cn2nnnc2CN2CCOCC2)cc1	-18	94	·	0	-25	-1.4	32	6	4	101
O=C(NC1CCCC1)C(NS(=O)(=O)c1cccc2nsnc12)c1ccccc1 (centres undefined)	-55	91	1	0	-20	-3.5	7	2	-7	100
COc1cc(C(=O)OCC(=O)Nc2c(F)c(F)c(F)c(F)c2F)cc(OC)c1OC	-37	97	0	8	-6	0.2	1	1	-24	88
